Alkaline phosphatase = inhibition of tissue-nonspecific alkaline phosphatase – biochemical, luminescent (AID 518); 64,000 compounds, 0.09% hits; purified TNAP enzyme, luminescent substrate readout; higher % means a stronger effect; one-dose inhibition, % at 20 µM; IC50 in µM for titrated hits; in the data active = a potency from the dose series; inactive = the rest, 99 in 100 with inhibition below about 22%;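 note: plate controls were vehicle for no effect and reference inhibitor for full effect; many of its hits are not listed in these tables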
Spn DPM-DC inh = S. pneumoniae DPM-DC inhibition | 65,000 compounds, 0.49% hits | AID 556 | purified DPM-DC, PK/LDH coupled NADH fluorescence | calls only at 10 µM;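 active = the 320 compounds with the highest percent inhibition in the single-dose primary screen, excluding strongly autofluorescent ones, cut at about 32% in these data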;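 note: kinetic rate of NADH fluorescence loss reporting ADP formed by the decarboxylase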
Spn PMK inh = blocks S. pneumoniae phosphomevalonate kinase; purified PMK, PK/LDH-coupled NADH absorbance 340 nm; inhibition, % at 10 µM; 65,000 compounds, 0.49% hits; AID 539;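 active = top-ranked compounds by inhibition in the single 10 µM screen, taking a fixed number of the strongest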;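 note: 0% = full reaction with DMSO carrier and 100% = background rate without enzyme reaction; no value below 0 was filed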
HPDE-C7 cytotoxicity = HPDE-C7 pancreatic duct cell viability loss – fluorescence, HTS (AID 430); HPDE-C7 pancreatic duct cells viability, fluorescence; higher % means a stronger effect; one-dose cytotoxicity, % at 10 µM; EC50 in µM for titrated hits; 63,000 compounds, 1.8% hits;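 note: cells exposed to compound for 48 hours before viability readout; 0% = vehicle and 100% = reference cytotoxic drug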
MK inhibit = inhibitors of Streptococcus pneumoniae mevalonate kinase; AID 555; 65,000 compounds, 0.48% hits; purified MK, PK/LDH-coupled NADH absorbance 340 nm; inhibition, % at 10 µM;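 active = ranked among the strongest by inhibition in the single 10 µM screen, a fixed top-ranked set picked for dose follow-up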; note: no value below 0 was filed
Bfl-1 displacement = displacement of Bid BH3 peptide from Bfl-1 – biochemical, fluorescence polarization, FITC-Bid, mouse, primary screen (AID 432); FITC-Bid BH3 peptide fluorescence polarization displacement; higher % means a stronger effect; displacement, % at 20 µM, or IC50 in µM where a hit was titrated; 64,000 compounds, 0.02% hits; in the data active = a potency from the dose series; inactive = the rest, 99 in 100 with displacement below about 15%; note: strong numbers were not always called active
LYP inhibition = LYP phosphatase inhibitors, primary screen, biochemical, DiFMUP fluorescence, recombinant catalytic domain, 10 µM (AID 606); recombinant LYP catalytic domain, DiFMUP fluorescence; higher % means a stronger effect; inhibition, % at 10 µM; hits with a dose series show IC50 in µM; 52,000 tested, under 10 active;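 active = IC50 under 40 µM in the dose-response test; inactive = IC50 of 40 µM or more, or never dose-tested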
HT1080 cytotoxicity = HT1080 cell viability loss – fluorescence readout (AID 620) | HT1080 viability, fluorescence; higher % means a stronger effect | cytotoxicity, % at 10 µM, or EC50 in µM where a hit was titrated | 87,000 compounds, 0.42% hits;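 note: cells exposed to compound overnight then 4 h with Alamar Blue; 0% = vehicle DMSO and 100% = killing control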
HPDE-C7K KRASV12 = cytotoxicity in KRAS-transformed pancreatic duct cells, primary screen, cell-based, fluorescence, HTS (AID 431); HPDE-C7K KRASV12 cells, Alamar Blue viability, 48 h; higher % means a stronger effect; cytotoxicity, % at 10 µM; hits with a dose series show EC50 in µM; 63,000 compounds, 1.7% hits;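 active = compounds whose percent cytotoxicity in the single-dose primary screen, scaled between solvent and toxic-drug controls, exceeds 50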;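 note: 0% = DMSO solvent wells and 100% = doxorubicin-treated wells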
Spn PMK inh pilot replicates = further read-out of Spn PMK inh, marked with its call; inhibition, %; measured here: pilot screen replicates
MK inhibit pilot replicates = also measured in MK inhibit; calls as there; inhibition, %; measured here: pilot screen replicates
Spn DPM-DC inh pilot screen % = further read-out of Spn DPM-DC inh, marked with its call; inhibition, %; measured here: pilot screen trials
* = called active by the depositor; i = inactive; . = not tested or not shown. Cut-off read from the data, not from the text of the source, unless noted: active = cytotoxicity above about 50%; inactive = the rest. An unsorted share of the library. About 3.5% of those tested had a hit in this group.

The opening three records, to show the layout:
SMILES	Alkaline phosphatase	Spn DPM-DC inh	Spn PMK inh	HPDE-C7 cytotoxicity	MK inhibit	Bfl-1 displacement	LYP inhibition	HT1080 cytotoxicity	HPDE-C7K KRASV12	others
CCc1ccccc1NC(=O)c1cnc2n(c1=O)CCS2	18%	i	2	-1%	0	-6%	5%	5%	9%	Spn PMK inh pilot replicates=0.5;MK inhibit pilot replicates=0.0;Spn DPM-DC inh pilot screen %=2.0
O=C(CCc1ccccc1)Nc1cc(Cl)ccc1O	13%	i	0	0%	8	1%	.	.	22%
O=C(O)CCC(=O)N(Cc1cccnc1)Cc1cccc(F)c1	6%	i	12	-1%	13	-2%	4%	-2%	12%

This part in full (from the top)
SMILES	Alkaline phosphatase	Spn DPM-DC inh	Spn PMK inh	HPDE-C7 cytotoxicity	MK inhibit	Bfl-1 displacement	LYP inhibition	HT1080 cytotoxicity	HPDE-C7K KRASV12	others
CCc1ccccc1NC(=O)c1cnc2n(c1=O)CCS2	18%	i	2	-1%	0	-6%	5%	5%	9%	Spn PMK inh pilot replicates=0.5;MK inhibit pilot replicates=0.0;Spn DPM-DC inh pilot screen %=2.0
O=C(CCc1ccccc1)Nc1cc(Cl)ccc1O	13%	i	0	0%	8	1%	.	.	22%
O=C(O)CCC(=O)N(Cc1cccnc1)Cc1cccc(F)c1	6%	i	12	-1%	13	-2%	4%	-2%	12%
Cc1oc2nc(SCCCC(=O)NCCCO)nc(N)c2c1C	9%	i	5	6%	6	1%	.	1%	0%	Spn PMK inh pilot replicates=0.0;MK inhibit pilot replicates=0.0;Spn DPM-DC inh pilot screen %=0.0
COc1cc(C(=O)Nc2ccc(O)cc2C(=O)O)ccc1OC(C)=O	9%	i	7	-6%	1	4%	3%	4%	0%
NC(=O)CSc1cn(CCNC(=O)c2cccs2)c2ccccc12	18%	i	7	6%	5	-2%	.	.	8%	Spn PMK inh pilot replicates=3.5;MK inhibit pilot replicates=0.0;Spn DPM-DC inh pilot screen %=0.0
CCOC(=O)N1CCN(CC(O)COCC2=CCC3CC2C3(C)C)CC1 (centres undefined)	7%	i	20	-11%	28	0%	10%	-4%	-6%
O=C(CS(=O)(=O)c1cn(Cc2cccc(F)c2)c2ccccc12)N1CCCCC1	3%	i	0	-9%	4	-4%	-3%	-8%	-3%
NC(=O)Cc1c[nH]c2cccc(O)c12	10%	i	0	8%	3	6%	0%	-1%	-3%
Cc1cccc(N2CCN(C(=O)c3cc4c(=O)[nH]c5ccccc5c4n3C)CC2)c1C	8%	i	8	3%	5	4%	10%	2%	20%	Spn PMK inh pilot replicates=2.5;MK inhibit pilot replicates=0.0;Spn DPM-DC inh pilot screen %=6.5
CC1(C)N=C2C(=[N+]1[O-])CCC/C2=N\O	0%	i	0	-15%	7	-5%	-1%	16%	-18%
CCCC(NC(=O)CNC(=O)C(C)(C)C)C(=O)O (centres undefined)	6%	i	9	0%	10	4%	3%	0%	-7%	Spn PMK inh pilot replicates=0.5;MK inhibit pilot replicates=0.0;Spn DPM-DC inh pilot screen %=1.0
CC(C)=CC(=O)OCC(=O)Nc1ccc(F)cc1Cl	7%	i	8	-2%	9	-4%	2%	4%	-7%
COC(=O)Cc1c(C)nc2nc(-c3ccc(OC)cc3)[nH]n2c1=O	13%	i	7	-13%	9	-3%	13%	-2%	-10%
c1coc(CNc2c3c(nc4ncnn24)CCCC3)c1	1%	i	0	-26%	10	2%	-2%	8%	-11%
O=C1C2CC=C(Cl)CC2C(=O)N1CCc1ccccc1 (centres undefined)	8%	i	0	5%	0	1%	1%	-1%	2%
Cc1ccc2c(c1)N(CC(=O)N1CCc3ccccc3C1)C(=O)CO2	-3%	i	12	-20%	0	-6%	3%	-1%	-18%
CCOC(=O)CN(C(=O)CSc1nnc(-c2ccc(OC)c(OC)c2)o1)c1ccc(F)cc1	7%	i	1	-26%	4	-5%	.	23%	-22%
COc1ccc(CN(C(=O)c2ccco2)c2ccc(C)cc2)cc1OC	8%	i	6	1%	12	-2%	4%	-7%	12%
CCN(CC)S(=O)(=O)c1ccc2c(c1)c(=O)c(C(=O)N1CCOCC1)cn2C	.	i	12	-5%	4	-12%	10%	39%	10%
Cc1nc2ccccc2n1CC(=O)NCc1ccccc1	2%	i	0	0%	10	2%	1%	4%	6%
O=C(COC(=O)C1=COCCO1)NCCCc1ccccc1	6%	i	11	-2%	2	4%	-19%	-3%	-3%
CCc1cccc(NC(=O)NC2CCCCC2)c1	9%	i	0	0%	5	5%	0%	-7%	-8%
Cc1ccc(CCN2CC(C(=O)NCCN3CCCCCC3)CC2=O)cc1 (centres undefined)	3%	i	10	-14%	17	1%	.	3%	-2%
O=C(C1CCCCC1)N1CCN(S(=O)(=O)c2ccc(Br)cc2)CC1	5%	i	6	7%	5	1%	11%	4%	7%

Continuation.
SMILES	Alkaline phosphatase	Spn DPM-DC inh	Spn PMK inh	HPDE-C7 cytotoxicity	MK inhibit	Bfl-1 displacement	LYP inhibition	HT1080 cytotoxicity	HPDE-C7K KRASV12	others
O=c1c(F)cn(C2CCCO2)c(=O)n1Cc1ccccc1F (centres undefined)	5%	i	6	4%	9	-4%	15%	-6%	-3%
COc1ccc(-c2nc(C#N)c(NCc3ccccc3Cl)o2)cc1OC	9%	.	17	-28%	9	-5%	.	1%	-16%
CC(C)(C)NC(=O)CSc1nnc(Cc2ccc3c(c2)OCO3)n1C1CCCCC1	12%	i	14	-2%	1	-5%	-5%	-18%	2%
O=C(O)CSC1=NCCN1	10%	i	6	12%	0	8%	6%	-2%	3%
CN1C(=O)c2ccccc2C(C(=O)O)C1c1cn(C)c2ccccc12 (centres undefined)	0%	i	13	-8%	7	-12%	.	-6%	-2%
COCCOC(=O)C1=C(C)N(Cc2ccccc2)C(=O)NC1c1cccc(OC)c1OC (centres undefined)	-2%	i	3	-7%	10	-15%	6%	6%	-10%
COC(=O)c1cc(OC)c(OC)cc1NC(=O)c1c(-c2ccccc2)noc1C	10%	i	9	-18%	14	3%	13%	-1%	-3%
Cc1cc(NC(=O)Nc2cccc(C(F)(F)F)c2)no1	4%	i	0	-4%	10	6%	8%	5%	-2%
CC1=C(C(=O)OC2CCCC2)C(c2ccc(C)o2)C2=C(CC(c3cccs3)CC2=O)N1 (centres undefined)	13%	i	16	-13%	3	18%	11%	-10%	8%	Spn PMK inh pilot replicates=4.5;MK inhibit pilot replicates=4.0;Spn DPM-DC inh pilot screen %=1.0
C/C=C/c1ccc(OCCCn2cncn2)c(OC)c1	1%	i	6	0%	0	3%	8%	-4%	7%
Cn1c(=O)[nH]c(=O)c2c1nc(SCCN1CCOCC1)n2CCCc1ccccc1	12%	i	10	-6%	3	-2%	0%	12%	-6%
CCOC(=O)CSc1nc2ccccc2c(=O)n1C	14%	i	7	-6%	2	-4%	.	2%	-2%
CCOC(=O)N1CCC(N(CCOC)C(=O)Nc2ccc(Cl)cc2)CC1	22%	i	9	0%	0	-7%	8%	5%	8%
O=C(CCn1cnc2ccccc2c1=O)Nc1nc2c(s1)CCCC2	8%	i	3	-15%	5	-8%	6%	0%	-6%
COc1ccc(OC)c(NC(=O)C2CC(=O)n3ncnc3N2)c1 (centres undefined)	2%	i	8	-17%	0	-3%	4%	4%	-13%
O=C1CN(C(=O)CSc2nncn2-c2ccccc2)c2ccccc2N1	2%	i	12	-6%	2	-3%	-12%	-1%	1%
CCc1c(C)nc(N2CCN(Cc3ccccc3)CC2)[nH]c1=O	10%	i	1	-21%	0	-2%	5%	-1%	-18%	Spn PMK inh pilot replicates=1.5;MK inhibit pilot replicates=0.5;Spn DPM-DC inh pilot screen %=6.0
O=S(=O)(NC1CCCC1)c1ccc(S(=O)(=O)N2CCCN(Cc3ccccc3)C2)cc1	0%	i	9	0%	9	-5%	.	10%	-13%
COc1ccc(OCCOCC(O)CN2CCOCC2)cc1 (centres undefined)	6%	i	6	-18%	8	-6%	8%	15%	-26%
Cn1c(SCC(=O)Nc2ccc(N3CCOCC3)cc2)nnc1-c1ccccc1	11%	i	0	1%	6	-3%	5%	0%	-3%
COc1ccc(CN(C)C2CCCCC2)cc1	11%	i	9	13%	3	-6%	-5%	3%	30%
CCCCCCSC1=C(C#N)C(c2ccc(C)o2)CC(=O)N1 (centres undefined)	21%	i	10	-8%	11	-2%	3%	30%	-7%
CC(=O)N1C(=O)N(C)C2C1N(C(C)=O)C(=O)N2C (centres undefined)	12%	i	8	-10%	7	1%	-2%	13%	12%	Spn PMK inh pilot replicates=1.5;MK inhibit pilot replicates=0.0;Spn DPM-DC inh pilot screen %=1.5
O=C(COC(=O)c1ccccn1)Nc1cc(Cl)ccc1Cl	.	i	12	.	0	.	.	-3%	.
CCc1nnc(NC(=O)c2ccc(OC)cc2OC)s1	8%	i	13	0%	7	2%	2%	.	-15%

Carrying on:
SMILES	Alkaline phosphatase	Spn DPM-DC inh	Spn PMK inh	HPDE-C7 cytotoxicity	MK inhibit	Bfl-1 displacement	LYP inhibition	HT1080 cytotoxicity	HPDE-C7K KRASV12	others
Cc1cc(C)nc(SCCS(=O)(=O)Cc2ccccc2)n1	1%	i	6	-8%	7	-5%	4%	-3%	-13%
O=C(NC1CC2CCC(C1)N2C(=O)NC1CCCCC1)NC12CC3CC(CC(C3)C1)C2 (centres undefined)	-1%	i	9	-11%	4	-5%	11%	2%	-7%
O=C(COc1ccc(-c2nnco2)cc1)NC1CCCc2ccccc21 (centres undefined)	10%	i	20	-6%	2	-6%	6%	-4%	8%
CCc1ccc(NC2=NCC(=O)N2Cc2ccc3c(c2)OCO3)cc1	0%	i	2	-24%	4	2%	5%	3%	-23%
COc1ccc(NC(=O)Cn2nnc(-c3ccccc3N)n2)cc1OC	6%	i	0	-24%	6	-11%	10%	5%	0%	Spn PMK inh pilot replicates=0.0;MK inhibit pilot replicates=0.0;Spn DPM-DC inh pilot screen %=3.5
Cc1cc(N2CCCCC2)nc(SCc2ccc(C#N)cc2)n1	-1%	i	10	2%	14	-2%	9%	-10%	4%
O=C(CSc1nc2c(c(=O)n1-c1ccc(F)cc1)SCC2)NCC1CCCO1 (centres undefined)	10%	i	20	0%	2	-7%	.	3%	-5%	Spn PMK inh pilot replicates=3.0;MK inhibit pilot replicates=2.0;Spn DPM-DC inh pilot screen %=4.0
O=C(NCCc1cn2ccccc2n1)c1ccc(Br)o1	7%	i	0	-8%	4	-7%	-1%	.	-2%
CCn1c(Sc2nc(C)nc3scc(-c4cccs4)c23)n[nH]c1=O	3%	i	14	-2%	0	-3%	.	10%	-17%
CCOCCCNC(=O)C(NC(=O)c1ccccn1)c1ccc(C)cc1 (centres undefined)	-10%	i	16	-41%	4	2%	-7%	-1%	-44%	Spn PMK inh pilot replicates=0.0;MK inhibit pilot replicates=1.0;Spn DPM-DC inh pilot screen %=0.0
COc1ccccc1N(CC(=O)NC1CCCCC1)S(C)(=O)=O	3%	i	0	0%	10	1%	14%	-1%	0%
CNC(=O)CN(Cc1ccccc1)S(=O)(=O)c1ccccc1	2%	i	9	-2%	3	-5%	9%	-6%	11%
CCOC(=O)c1sc(=NC(=O)c2ccc(S(=O)(=O)N3CC(C)OC(C)C3)cc2)n(C)c1C (centres undefined)	6%	i	17	-8%	11	-8%	7%	3%	5%

Compound activity from PubChem.
